ERG Ets-DNA blk – inhibitors of human ERG Ets domain-DNA interaction. 370,000 tested, 0.028% active. Potency, µM (highest dose often 76.9 µM), for the others: at the highest dose FP activity, negative = inhibition, most hits filed as inhibitors. fluorescence polarization, His-ERG Ets domain / labelled DNA. AID 624246; active = well fitted inhibition curve with a large enough effect in the polarisation, with a control signal flat; inconclusive = small, poorly fitted or top-dose-only effect, or effect the other way, or a change in a side signal; inactive = no such curve, though single readings can be large or run the other way; the % refers to the polarisation;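 also: polarization taken with two DNA probes labelled with fluorescein and Texas red; % of control where 0% means no effect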
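His-tagged ERG Ets domain (1 uM in the protein solution; 300mM KCl, 50mM Tris-HCl, 1mM EDTA, 1mM DTT, pH 7.5) received compound, then a probe mix of 5 nM fluorescein-DNA and 100nM Texas-615-DNA. Fluorescence polarization was read for both dyes.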
JMJD2A Tudor inh – JMJD2A Tudor domain (human) inhibition; O75164; AlphaScreen JMJD2A-Tudor / H3K4me3 peptide binding; Potency, µM (titrated, usually from 114 µM), without a hit: top-dose activity change, negative = inhibition, actives largely listed as inhibitors; 390,000 tested, 4.4% active; AID 504339; also: % is scaled to controls: 0 for no effect and ±100 for the full control effect; nearly all actives have a fitted effect of over 50% in size
Pin1 inhibitor – blocks the human prolyl isomerase Pin1. Q13526. Potency, µM (titrated, usually from 115 µM), without a hit: at the top dose activity, negative = inhibition, hits mostly inhibitors. 390,000 tested, 0.009% active. Pin1 FP peptide displacement, HiFluor488, 10 min. AID 504891; active = well fitted inhibition curve with a large enough effect in the polarisation, with a control signal flat, not every such curve was filed as active; inconclusive = small, poorly fitted or top-dose-only effect, or effect the other way, or a change in a side signal; inactive = no such curve, though single readings can be large or run the other way; the % refers to the polarisation; also: % is scaled to controls: 0 for no effect and ±100 for the full control effect
Target sequence (Q13526 whole entry, looked up): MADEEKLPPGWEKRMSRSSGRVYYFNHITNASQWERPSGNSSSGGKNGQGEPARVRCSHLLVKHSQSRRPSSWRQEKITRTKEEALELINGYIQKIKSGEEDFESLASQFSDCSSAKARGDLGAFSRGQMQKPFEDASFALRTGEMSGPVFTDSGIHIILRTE
RGS4 inhibitor – blocks human RGS4-accelerated GTP hydrolysis; P49798; Transcreener GDP fluorescence polarization, RGS4-accelerated GTP hydrolysis; Potency, µM (highest dose often 114 µM), for the others: top-dose activity change, negative = inhibition, most hits filed as inhibitors; 390,000 tested, 0.039% active; AID 504845; also: % is scaled to controls: 0 for no effect and ±100 for the full control effect; nearly all actives have a fitted effect of over 75% in size; some results filed as inactive show a strong effect at the top dose
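MLSMR compounds (23 nl, pin-transferred) preincubated 10 min at room temperature with a 500nM (2x) first reagent, then RGS4 at 900nM (2x) plus Transcreener GDP mix added; fluorescence polarization (620/688 nm) read before and after 90 min at 30 °C.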
rTrxR1 inhibitor – inhibitors of rat thioredoxin reductase 1. recombinant rTrxR1, NADPH fluorescence consumption, selenite substrate. Potency, µM (titrated, usually from 114 µM), inactives show at the top dose activity change, negative = inhibition, hits mostly inhibitors. 390,000 tested, 1% active. O89049; also: % is scaled to controls: 0 for no effect and ±100 for the full control effect; nearly all actives have a fitted effect of over 65% in size
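Rat TrxR1 (90 nM in the dispensed reagent) was pre-reduced with 400 uM NADPH for 5 min at room temperature, then incubated with compound for 15 min. After 400 uM selenite was added, NADPH fluorescence (Ex 340/Em 450 nm) was followed for 8 min.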
HP1b chromo inh – blocks HP1-beta chromodomain binding to methylated histone tails. P83916. AlphaScreen HP1-beta / biotin-H3K9me3 peptide binding. Potency, µM (titrated, usually from 114 µM), for the others: at the top dose activity change, negative = inhibition, usual class: inhibitors. 390,000 tested, 0.56% active; also: nearly all actives have a fitted effect of over 70% in size; inactives centre near 23
Target sequence (P83916 whole entry, looked up): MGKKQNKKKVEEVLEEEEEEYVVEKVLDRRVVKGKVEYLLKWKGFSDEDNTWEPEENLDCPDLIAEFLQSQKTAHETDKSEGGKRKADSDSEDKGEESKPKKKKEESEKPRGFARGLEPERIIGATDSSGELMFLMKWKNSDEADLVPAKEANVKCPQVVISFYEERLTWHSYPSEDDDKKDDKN
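AlphaScreen: HP1-beta (50 nM) preformed 30 min with biotin-H3(1-18)K9me3 peptide (50 nM) in PBS pH 7.4, 0.01% Tween-20. Compound added for 30 min at RT, then streptavidin donor/nickel chelate acceptor beads (10 ug/mL) for 30 min.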
GLS inhibitor – glutaminase GLS (human) inhibition; O94925; Potency, µM (highest dose often 45.5 µM), without a hit: top-dose activity change, negative = inhibition, hits mostly inhibitors; GLS enzymatic activity, qHTS titration; 410,000 tested, 0.21% active; also: % is scaled to controls: 0 for no effect and ±100 for the full control effect
Target sequence (O94925 whole entry, looked up): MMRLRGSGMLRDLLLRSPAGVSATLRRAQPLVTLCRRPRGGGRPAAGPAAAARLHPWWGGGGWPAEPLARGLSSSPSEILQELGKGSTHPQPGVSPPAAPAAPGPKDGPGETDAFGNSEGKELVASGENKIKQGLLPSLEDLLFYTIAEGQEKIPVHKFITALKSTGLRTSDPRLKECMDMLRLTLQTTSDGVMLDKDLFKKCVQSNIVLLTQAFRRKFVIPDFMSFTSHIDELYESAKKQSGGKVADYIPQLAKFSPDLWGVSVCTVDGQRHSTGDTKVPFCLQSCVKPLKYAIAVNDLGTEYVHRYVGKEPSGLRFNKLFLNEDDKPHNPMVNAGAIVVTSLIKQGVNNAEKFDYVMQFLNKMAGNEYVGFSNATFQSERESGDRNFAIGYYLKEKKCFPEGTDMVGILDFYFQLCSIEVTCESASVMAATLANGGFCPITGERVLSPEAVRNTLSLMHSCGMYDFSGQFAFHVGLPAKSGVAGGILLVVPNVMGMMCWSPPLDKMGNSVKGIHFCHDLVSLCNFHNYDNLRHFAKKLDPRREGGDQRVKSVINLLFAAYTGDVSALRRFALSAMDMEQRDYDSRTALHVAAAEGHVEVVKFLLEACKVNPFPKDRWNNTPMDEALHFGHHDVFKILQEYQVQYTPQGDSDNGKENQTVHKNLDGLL
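Glutamate formation by hKGA was monitored fluorometrically using coupled glutamate oxidase, HRP and Amplex Red. Substrate was added as 1 mM L-glutamine solution; incubation was 30 min at RT after an initial read.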
12-LOX inh – inhibitors of human 12S-lipoxygenase ALOX12; purified 12hLO, xylenol orange hydroperoxide absorbance; Potency, µM (highest dose often 108 µM), for the others: top-dose activity change, negative = inhibition, usual class: inhibitors; AID 1671190; 580,000 tested, 1.1% active; P18054; also: % is scaled to controls: 0 for no effect and ±100 for the full control effect
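Purified human 12hLO at 150 nM in 25 mM Hepes, 0.01% Triton X-100, pH 7.0, preincubated 15 min at room temperature with compound. Reaction started with 40 uM arachidonic acid, 30 min at room temperature. Hydroperoxide measured by Fe-xylenol orange, 573/405 nm absorbance ratio.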
Tb PGK inh – inhibitors of T. brucei phosphoglycerate kinase. P07378. PGK/GAPDH coupled, Kinase-Glo luminescence, 60 min. Potency, µM (titrated, usually from 57.5 µM), for inactives: at the top dose activity change, negative = inhibition, most hits filed as inhibitors. 380,000 tested, 0.043% active. AID 602233; also: % is scaled to controls: 0 for no effect and ±100 for the full control effect; nearly all actives have a fitted effect of over 60% in size
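Recombinant glycosomal PGK reaction used 1,3-bisphosphoglycerate generated in-well by GAPDH (100nM final) in 100mM TEA pH 7.6, 5mM MgCl2, 0.01% Tween-20. After 60 minutes at room temperature, ATP was read by Kinase-Glo Plus luminescence end-point.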
An asterisk follows results filed as active; i = inactive; ? = inconclusive; / = no result given; & = joins results of further samples; [ ] = remark or other dose. Unless noted, calls follow the shape of the dose curve; as a rule, active = well fitted curve in the direction sought with a large enough effect; inconclusive = small, poorly fitted or top-dose-only effect, or another doubt; inactive = no such curve, though single readings can be large; an effect the other way counts as inactive or inconclusive. Potency is read from the fitted curve at half-maximal effect. Only part of the results is shown, so the mix of outcomes need not match the whole.

Molecule | ERG Ets-DNA blk | JMJD2A Tudor inh | Pin1 inhibitor | RGS4 inhibitor | rTrxR1 inhibitor | HP1b chromo inh | GLS inhibitor | 12-LOX inh | Tb PGK inh
CCCCNC(=O)CCn1nc(-c2ccccc2)c2ccccc2c1=O | -13% | 1% | 1% | 6% | -6%[2.29 µM] | 31% | 1% | / | i
N#Cc1ccsc1NC(=O)c1ccccn1 | 0% | 20µM* | 0% | 9% | 12% | 9% | 16% | 0% | -4%
Cc1cc(N2CCCCC2)c(F)cc1[N+](=O)[O-] | 5% | 1% | -4% | 15% | 2% | 23% | 2% | 0% | i
COC(=O)c1nc2n(n1)C(c1cccc(Cl)c1)C1=C(CC(C)(C)CC1=O)N2 (stereo unspecified) | 4% | -13% | -2% | -4% | 3% | 40%[activator] | 9% | ? | 0%
Cn1nccc1C(=O)N/N=C/c1cccnc1 | -2% | -2% | 5% | 28% | 19% | 37% | 1% | ? | -10%
CN(C)S(=O)(=O)c1ccc(C(=O)OCC(=O)NCc2ccccc2)cc1 | 4% | -1% | 0% | -14% | 4%[57.1 µM] | 29% | 0% | 12% | -2%
COc1ccc2cc(C(=O)N3CCCC(Nc4ccc(F)cc4)C3)n(C)c2c1 (stereo unspecified) | 14% | ? | -1% | -30% | 7% | -17% | 9% | -16% | -6%
C/C(CC(=O)Nc1cc(C)ccn1)=N\NC(=O)c1cccc(C)c1O | -3% | -5% | -10% | ? | 2% | 28% | -8% | 9% | -3%
O=C(CSc1ccc2nnc(-c3ccncc3)n2n1)Nc1nccs1 | 5% | -11% | 4% | -13% | 7% | 32% | 1% | -2% | 0%
COc1ccc(CCN=C(N)NS(=O)(=O)c2cc(F)ccc2OC)cc1 | -10% | -23% | -2% | -27% | 13% | 34% | 1% | i | i
COc1cccc(CNC(=O)CCCn2c(=S)[nH]c3cc4c(cc3c2=O)OCO4)c1 | 8% | -2% | 10% | -32% | 18% | 21%[57 µM] | -8% | -7% | 5%
COc1ccc(-c2cccc(CCC(=O)N3CCN(c4cc(C)ccc4C)CC3)c2)cc1 | -10% | -14% | 0% | -3% | 22% | 27% | 2% | -5% | 0%
O=S1(=O)CCOCCCN1Cc1cccc(C(F)(F)F)c1 | -7% | 1% | -13% | -21% | 22%&14% | 39%[activator] | -12% | -3% | -8%
CCOC(=O)c1c(NC(=O)C2CCCCC2C(=O)O)sc2c1CCCCC2 (stereo unspecified) | -4% | -27% | -1% | 11% | 8% | -2% | 4% | -11% | -6%
CCOC(=O)N1CCN(C(=O)CN(c2ccccc2OC)S(=O)(=O)c2ccc(OC)cc2)CC1 | -6% | -2% | 1% | 4% | 20%[57.1 µM] | 20% | -4% | -1% | -9%
Cc1ccc(S(=O)(=O)Nc2ccc3c(c2)CCCN3C(=O)c2cccs2)cc1 | 2% | -28% | -2% | -5% | 15%[57.1 µM] | -4% | 8% | ? | -9%
Cc1ccc(Cc2ccccc2C(=O)O)cc1 | 8% | -10% | -5% | -5% | -21%[11.4 µM] | 49%[activator] | -3% | -17% | i
CCSc1nc(O)cc(=O)n1-c1ccc(OC)cc1 | 4% | -15% | -5% | 14% | 23% | 26% | -4% | -24% | -8%
CCOc1ccsc1C(=O)O | 23% | 1% | -1% | 2% | 34% | 24% | -11% | 64%[activator] | -1%
Cc1nn(Cc2c(F)cccc2Cl)c(=O)c2ccccc12 | -14% | -2% | -2% | -33% | 17% | 40%[activator] | 56%[activator] | -15% | 0%
COc1cc(F)c(C2=CC(=O)CC(C)(C)C2)cc1F | -19% | 8% | 0% | -8% | 1% | 39%[activator] | -4% | -1% | 1%
COc1ccc(C(=O)NCCS(=O)(=O)N2CCOCC2)cc1 | -2% | -10% | -2% | 0% | 19% | 9% | 2% | -5% | -2%
Cc1cccc(OC(=O)Cn2c(C(F)(F)F)nc3ccccc32)c1 | -1% | ? | 1% | -4%[11.4 µM] | -10% | 27% | 14% | 11% | -2%
CCN1CCN(CCNC(=O)c2ccc3c(c2)N(Cc2ccc(F)cc2)C(=O)c2ccccc2S3=O)CC1 (stereo unspecified) | 8% | -9% | -6% | 12% | 22% | 25% | -6% | ? | i
COc1cc(S(=O)(=O)N2CCCCC2)ccc1NC(C)=O | 4% | -14% | 0% | -8% | -23%[2.29 µM] | 19% | -18% | -8% | -8%
CC(=O)Oc1ccc2c(=O)c(Oc3ccccc3[N+](=O)[O-])coc2c1 | 0% | -13%[57.1 µM] | -2% | -12% | -36% | -11% | 8% | -6% | 2%
COC(=O)c1c(C)noc1-c1ccc(Cl)cc1 | 7% | 28% | 2% | 7% | 2% | 71%[activator] | -2% | ? | 2%
O=C(COC(=O)C12CC3CC(CC(C3)C1)C2)Nc1nccs1 | 17% | -13% | -1% | -11% | 31% | 31% | 3% | -5% | -3%
CCOc1ccc(Nc2ccc(S(=O)(=O)N3CCN(C)CC3)cc2[N+](=O)[O-])cc1OCC | 1% | ? | 1% | 15% | -7% | ? | 12% | ? | i
Cc1ccc(SCc2cn3cccnc3n2)cc1 | -1% | -1% | -2% | -17% | 11%[57.1 µM] | 31% | -12% | 60%[activator] | -9%
O=C(NC1(O)C(=O)c2ccccc2C1=O)c1ccc(C(F)(F)F)cc1 | 4% | 5% | ? | -25% | -10%[57.1 µM] | 23% | -13% | ? | ?
O=C(NCCCN1CCOCC1)c1ccc(CS(=O)(=O)c2cccc(C(F)(F)F)c2)o1 | -2% | -2% | 0% | -20% | -19% | 27% | -6% | 0% | i
CCOc1ccc(OCC)c(NC(=O)C2CCCN(S(=O)(=O)c3cc(Br)cc4c3N(C(=O)CC)CC4)C2)c1 (stereo unspecified) | 2% | -5% | 22% | -26% | 11% | 29% | -3% | 0% | -14%
C=CCSc1nnc(-c2cc(Br)ccc2N)c(=O)[nH]1 | -2% | -11% | 2% | 17% | 14% | 24% | 10% | 4%[57.4 µM] | -7%
CCOC(=O)c1cc(C(C)=O)n2ccccc12 | 0% | -10% | -4% | -2% | 8%[57.1 µM] | 24% | 0% | -7% | -9%
Cc1ccc(C(=O)CN(Cc2ccccc2)C2=NCCS2)cc1 | -11% | -5% | -4% | -4% | -8% | 42%[activator] | 9% | -26% | 7%
COCCn1c(C)cc(C(=O)COC(=O)c2ccc(Cl)c(S(N)(=O)=O)c2)c1C | / | ? | -12% | 31% | 7% | -18% | 0% | -6% | -7%
CCOC(=O)C1CCN(C2CC(=O)N(c3ccc(OCC)cc3)C2=O)CC1 (stereo unspecified) | -10% | 9% | -7% | -19% | -20% | 62%[activator] | -11% | 0% | -8%
CCOc1ccccc1CNC(=O)C1CCN(c2nc3ccccc3nc2C(F)(F)F)CC1 | -3% | -4% | -2% | 0% | -7%[57.1 µM] | 24% | -7% | -7% | 2%
O=C(CC(=O)NC1CCCCC1)N/N=C/c1ccccc1Cl | 6% | -5% | -16% | -16% | -3% | 25% | -5% | 6% | -5%
COc1ccccc1N1CCN(c2ccc(N3C(=O)CCC3=O)cc2[N+](=O)[O-])CC1 | 7% | -10% | 0% | -28% | 15% | 19% | 2% | 15% | -3%
Cc1cccc(-c2nc(SCC(=O)Nc3cc(C)on3)c3c(=O)n(C)c(=O)n(C)c3n2)c1 | -4% | -6% | 1% | 9% | 6%[57.1 µM] | 16%[57 µM] | -1% | -18% | /
NNC(=O)c1cccc(COc2ccccc2Br)c1 | 5% | -35% | 6% | -25% | -17% | 23% | 10% | -6% | i
O=S(=O)(NCC(c1ccco1)N1CCN(c2ccc(F)cc2)CC1)c1ccc(F)cc1 (stereo unspecified) | -6% | -18% | 5% | -17% | 10% | 6% | 12% | 4% | i
Cc1onc(-c2ccccc2)c1C(=O)Nc1nc2c(s1)CCCC2 | 0% | -27%[57.1 µM] | 0% | -25%[56.9 µM] | -9% | 27% | -10% | 3% | i
Cn1c(SCc2cccc([N+](=O)[O-])c2)nc2c(c1=O)SCC2 | 12% | 56µM* | -8% | -14% | 16% | -15% | 4% | -5% | -5%
O=Cc1cn(Cc2ccccc2)nc1-c1cccnc1 | -6% | -16% | -2% | -45% | 8%[57.1 µM] | 15% | 0% | 9% | 1%
CC(Sc1ncccn1)C(=O)N1CCc2ccccc21 (stereo unspecified) | -10% | -4% | 10% | 24% | 5% | 12% | -12% | -11% | i
COCC1CCN(C(=O)C2CCC(=O)N(CC3CCCCC3)C2)CC1 (stereo unspecified) | 14% | 1% | 2% | 20% | -15% | 39%[activator] | -20% | -18% | -4%
O=C(Nc1ccc(OCC(=O)N2CCC(Cc3ccccc3)CC2)cc1)c1ccco1 | -2% | ? | ? | 0% | -10% | 6% | 2% | ? | -3%
COc1ccc(/C=N/Nc2ccccc2C(=O)O)cc1Cn1cc([N+](=O)[O-])cn1 | 7% | ? | ? | -6% | -15% | -15% | ? | ? | 1%
O=C1c2ccccc2C(=O)N1CCOCCN1C(=O)c2ccccc2C1=O | 5% | -16% | 1% | -13% | -3% | 38% | 10% | 10% | i
Cc1cc(C)nc(CCNC(=O)CC2C(=O)NCCN2Cc2ccccc2)n1 (stereo unspecified) | -5% | -9% | ? | -25% | -8% | 74%[activator] | -3% | -4% | i
O=C(CSc1ccccc1)NCC1(N2CCCCC2)CCCCC1 | 15% | -12% | 1% | -41% | -6% | 17% | -1% | -2% | -4%
